IkB signaling = IkB Signaling; ABC-DLBCL IkBa-CBG/CBR dual luciferase ratio, 4 h; response scale: scaled: untreated 0%, proteasome inhibitor 100%; Potency, µM (series often up to 57.1 µM), inactives show top-dose IkBa stabilization activation; 0.04% of 110,000 active; active = well fitted curve in the direction sought with a large enough effect in the signal ratio, not every such curve was filed as active; inconclusive = small, poorly fitted or top-dose-only effect, or a change in a side signal; the % refers to the signal ratio;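 note: the direction sought is a rising ratio; 0% = basal untreated cells and 100% = reference inhibitor full response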
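Curves were fitted separately to fusion (green), unfused (red) and ratio luminescence, then classed by r2, magnitude and activity. Cells: OCI-Ly3, 4 h compound plus doxycycline at 37C; 10 uM MG-132 defined full response.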
Peg3 imprint = qHTS Assay for Compounds that Induce Erasure of Genomic Imprints; Potency, µM (highest dose often 60.7 µM), inactives show at the top dose activity change, positive = activation, most hits filed as activators; 0.02% of 110,000 active; mouse ES Peg3-LacZ reporter, beta-gal luminescence, 40 h;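 note: 0% = negative control wells on the plate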
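Readout: BetaGlo luminescence (5 min, room temp) for LacZ from the normally silent maternal Peg3 allele in female Peg3LacZ-Neo ES cells. Cells 300/well, 40 h, 37C, 5% CO2. Data normalized per plate to negative controls.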
p53ts 32C tox = qHTS Screen for Compounds that Selectively Target Cancer Cells with p53 Mutations: Cytotoxicity of p53ts Cells at the Permissive Temperature | H1299-p53A138V at 32C, ATP luminescence viability, 24 h | 0.93% of 130,000 active | Potency, µM (doses to about 46.1 µM), for inactives: at the top dose activity change, negative = cytotoxicity, hits mostly cytotoxic;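 note: 0% = DMSO and -100% = full killing by reference compound; nearly all actives have a fitted effect of over 55% in size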
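Cells: H1299 p53ts (A138V), 600/well, pre-incubated 16–30 h at 37C. Cpd up to 46 uM, 24 h, 32C. Readout: ATPlite luminescence, 20 min RT. Normalization: DMSO vs tamoxifen 100 uM. AC50 by Hill equation.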
p53ts 39C kill = qHTS Screen for Compounds that Selectively Target Cancer Cells with p53 Mutations: Cytotoxicity of p53ts Cells at the Nonpermissive Temperature | Potency, µM (titrated, usually from 46.1 µM), for inactives: top-dose activity change, negative = cell killing, most hits filed as cytotoxic | 1.5% of 130,000 active | H1299-p53A138V viability at 39C, ATP luminescence, 24 h; note: nearly all actives have a fitted effect of over 55% in size
* = called active by the depositor; ? = inconclusive; · = no result given; [ ] = remark or other dose. Unless noted, calls come from the whole dose curve; as a rule, active = well fitted curve in the direction sought with a large enough effect; inconclusive = small, poorly fitted or top-dose-only effect, or another doubt; inactive = no such curve, though single readings can be large; an effect the other way counts as inactive or inconclusive. Unless noted, % is set by controls: 0 for no effect and ±100 for the full control effect; potency is the fitted concentration of half-maximal effect.

SMILES	IkB signaling	Peg3 imprint	p53ts 32C tox	p53ts 39C kill
C=CCn1c(SCC(=O)/C(C#N)=C(\C)N)nnc1C1CCCCC1	1.4%	-13%	-9%	0%
COc1ccc(CCNc2oc(COc3ccccc3Cl)nc2C#N)cc1OC	?	-24%	?	-11%
COc1ccc(OC)c(CNC(=O)c2cc3cc4ccc(OC)cc4nc3o2)c1	-2.1%	-5%[10.9 µM]	18%	20%
CCc1ccc(NC(=O)c2cc(-c3ccco3)on2)cc1	-0.7%	-10%	-16%	-10%
N[C@@H](CC1=CS(=O)(=O)c2ccc(Cl)cc21)C(=O)O	-3.0%[11.4 µM]	-10%[10.9 µM]	1%[9.22 µM]	10%[9.22 µM]
O=C(c1ccc2c(c1)N(Cc1ccccc1)C(=O)c1ccccc1S2(=O)=O)N1CCOCC1	-0.6%	-7%[10.9 µM]	11%	-18%
Cc1[nH]c2ccccc2c1C1(O)C(=O)N(Cc2ccc3c(c2)OCO3)c2ccccc21 (stereo not drawn)	11%	-24%	13%	-4%
CC1CCN(CCc2nc3cc(NS(=O)(=O)c4ccccc4)ccc3n2C)CC1	11%	-10%	-8%	13%
CCc1ccc(-n2nc3cc(C)c(NC(=O)c4cccc5ccccc45)cc3n2)cc1	-3.2%	-16%[10.9 µM]	-6%	3%
CCOc1ccccc1CNC(=O)c1ccc(CS(=O)Cc2cccc(Cl)c2)o1 (stereo not drawn)	?	-12%[10.9 µM]	-2%	-24%
COc1ccc(-n2nnnc2C2CCN(S(=O)(=O)c3ccc(C(C)(C)C)cc3)CC2)cc1	0.3%	-9%[10.9 µM]	4%	6%
N#CCCCSC1=C(C#N)C(c2ccccc2Cl)CC(=O)N1 (stereo not drawn)	-1.6%	3%	-1%	3%
Cc1onc(-c2ccccc2Cl)c1C(=O)Nc1nnc(-c2ccc(F)cc2)s1	4.3%	-6%	-3%	-2%
CC(=O)c1cc(-c2ccccc2)n(CCC(=O)NCCc2ccccc2)c1C	-0.9%	-15%[10.9 µM]	3%	-4%
Cc1cnc(CNc2ncncc2-c2ccc3c(c2)OCO3)cn1	3.4%[11.4 µM]	-6%	6%	-3%
COc1cc(NC(=O)c2cccc(Cl)c2)c(OC)cc1NC(=O)CN1CCOCC1	-2.4%	-16%	-8%	-20%
CCOc1ccc(NC(=O)c2cccc(-n3cnnn3)c2)cc1	0.3%	-2%	0%	-12%
Cn1c(=O)oc2cc(S(=O)(=O)N3CCC(C(=O)N4CC=C(c5ccccc5)CC4)CC3)ccc21	4.5%	-17%	-10%	2%
O=C(NCc1ccc2c(c1)OCO2)c1cc(S(=O)(=O)N2CCCCC2)ccc1F	6.3%	-13%	-3%	-1%
Cc1ccc(CCNC(=O)c2cccc(Nc3nc4ccccc4nc3-n3nc(C)cc3C)c2)cc1	?	-2%[10.9 µM]	9%	-10%
CC(C)c1ccc(-c2nn[nH]n2)cc1	-2.2%	-29%	13µM*	13µM*
CN(c1nc(-c2ccccc2)cs1)C1CCS(=O)(=O)C1 (stereo not drawn)	0.8%	0%	-14%	-14%
CCCCN(C)CCNC(=O)c1c(C)oc2ncnc(N3CCOCC3)c12	0.5%	-5%[10.9 µM]	-2%	-3%
Oc1c(CN2CCN(c3ccccn3)CC2)cc(Cl)c2cccnc12	?	-25%	3%	-24%
CC(C)(C)c1cc(NC(=O)CSc2nnc(NCc3ccccc3)s2)n(-c2ccccc2)n1	·	·	-20%	-11%
Cc1ccc2c(n1)CC(C)(C)C/C2=N\O	·	·	-8%	1%
COc1cccc(NC(=O)N(Cc2c[nH]c3ccccc23)C2CCCCC2)c1	0.4%	-11%[10.9 µM]	0%	-8%
Cc1cc(=O)oc2cc(OCc3ccc(S(=O)(=O)N4CCOCC4)cc3)ccc12	11%	-13%	9%	10%
COc1ccc(S(=O)(=O)N(C)CC(=O)Nc2cccc(C(C)=O)c2)cc1	1.5%	-6%	2%	1%
OC(c1ccccc1)c1nc2ccccc2s1 (stereo not drawn)	0.1%	-3%	3%	4%
Cc1ccc(CNC(=O)c2cc(-c3ccc(C)cc3)nc3n[nH]c(-c4ccc(F)cc4)c23)cc1	0.1%	15%[10.9 µM]	12%	2%
O=C(CC(c1cccs1)N1Cc2ccccc2C1=O)Nc1cccc(F)c1 (stereo not drawn)	0.5%	11%[10.9 µM]	-5%	11%
CCC1(C)CC(=O)N(c2ccc(C(=O)O)c(O)c2)C1=O (stereo not drawn)	-0.1%	5%	5%	2%
COc1ccc(-n2ncc3c(=O)n(CC(=O)OCc4ccccc4)cnc32)cc1	0.4%	-11%	-9%	-10%
Cc1cc(C)n2nc(SCC(=O)Nc3c(C)nn(-c4ccccc4)c3C)nc2n1	0.8%	3%	15%	15%
CC(=O)c1cccc(NC(=O)Nc2c(C)nn(C)c2C)c1	0.1%	-2%	0%	3%
c1coc(Cn2nnnc2CN2CCN(C3CCCC3)CC2)c1	-0.7%	6%	2%	1%
COC(=O)NC(/C(C(=O)OC)=C(\C)NCc1ccccc1)c1cccs1 (stereo not drawn)	·	·	-1%[9.22 µM]	-7%[9.22 µM]
Cc1nc2sccn2c(=O)c1S(=O)(=O)Nc1ccc(N2CCN(C(=O)C(C)C)CC2)cc1	3.6%	-8%[10.9 µM]	1%	-8%
CCN1CCSc2ccc(C(=O)NC(C)c3ccccc3)cc21 (stereo not drawn)	1.0%	27%[10.9 µM]	2%	-12%

Some of these compounds in order of the IkB signaling value, falling.
Molecule | IkB signaling
COc1ccc(S(=O)(=O)N(C)CC(=O)Nc2cccc(C(C)=O)c2)cc1 | 1.5%
COc1ccc(-n2nnnc2C2CCN(S(=O)(=O)c3ccc(C(C)(C)C)cc3)CC2)cc1 | 0.3%
c1coc(Cn2nnnc2CN2CCN(C3CCCC3)CC2)c1 | -0.7%

Following part:
SMILES	IkB signaling	Peg3 imprint	p53ts 32C tox	p53ts 39C kill
COc1ccc(CCNC(=O)C2CCC(CNc3c(N4CCCC4)c(=O)c3=O)CC2)cc1OC (stereo not drawn)	·	·	11%	1%
CCOc1ccccc1CNCCCSc1nnnn1C	-1.4%	-15%[10.9 µM]	-9%	25%
CCOC(=O)c1noc2ncn(CC(=O)Nc3ccc(OC)c(Cl)c3)c(=O)c12	-0.2%	-3%[10.9 µM]	1%	-5%
COc1cccc(Nc2ncc3nc(-c4ccc(F)cc4)c(=O)n(CCC#N)c3n2)c1	-2.3%[11.4 µM]	·	-7%	-16%
CCOc1cccc(OCCCCn2ccnc2)c1	0.9%	-10%	-12%	-6%
CC(C)c1ccc(NC(=O)C2Cc3ccccc3N2C(=O)c2ccccc2)cc1 (stereo not drawn)	?	-18%[10.9 µM]	-15%	-26%
CCCCN(CC)CCCNC(=O)c1c(C)oc2ncnc(N3CCOCC3)c12	4.9%	8%[10.9 µM]	1%	5%
COc1ccccc1CNC(=O)c1cc2c(s1)-c1ccccc1OC2	?	-10%[10.9 µM]	-6%	-19%
CCC1C(=O)N=C(SCC(=O)Nc2ccc(C(=O)OC)cc2)NC1=O (stereo not drawn)	2.5%	0%	-25%	-7%
Oc1ccc(Cl)cc1-c1cc(-c2ccccc2Cl)[nH]n1	·	·	-1%	-17%
CN1C(=O)c2ccc(C(=O)NCc3ccccc3)cc2C1=O	5.2%	18%	-3%	11%
Cc1cccc(N(CC(=O)NCCSCc2ccccc2)S(=O)(=O)c2ccccc2)c1C	?	-18%[10.9 µM]	-1%	-7%
COc1ccc(CNC(=O)CCCn2nc(C)c3sc4ccccc4c3c2=O)cc1OC	?	-19%[10.9 µM]	-22%	-13%
Cc1cc(-c2ccc(C)c(S(=O)(=O)NCc3cccc(Br)c3)c2)on1	?	-3%[10.9 µM]	26%	12%
c1ccc2c(c1)[nH]c1nc3nncn3nc12	0.4%	-2%	-3%	2%
Cc1cc(C(=O)CSc2nnc(Nc3ccccc3)s2)c(C)n1CC1CCCO1 (stereo not drawn)	5.1%	12%	-6%	-18%
Cc1ccc2nc(NC(=O)C3CCCN(S(=O)(=O)c4cccnc4)C3)sc2c1 (stereo not drawn)	?	-11%	18%	1%
CC(C)OC(=O)CSc1nc(-c2ccc(F)cc2)cc(C(F)(F)F)n1	·	·	7%	-4%
Cc1ccc(OC(=O)c2cc(-c3ccccc3)nc3ccc(C)cc23)cc1	5.7%	-13%[10.9 µM]	-2%	1%
COCCn1c(=S)[nH]c2cc(C(=O)N3CCN(c4ccc(F)cc4)CC3)ccc2c1=O	4.8%	-8%	-2%	6%
O=S(=O)(Nc1cccc(-c2ccc(N3CCCCCC3)nn2)c1)c1ccccc1	-1.3%	-8%[10.9 µM]	?	?
O=c1c(-c2ccc(F)cc2)nc2cnc(Oc3ccccc3)nc2n1C1CC1	-2.4%[11.4 µM]	-7%	-1%	3%
NC(=O)CSc1nnc2sc3ccccc3n12	0.3%	-4%	1%	-7%
COc1cccc(OCC(=O)Nc2ccc(OC)c(OC)c2)c1	13%	-25%	7%	8%
COC(=O)c1ccc(NC(=O)CC2C(=O)N(c3ccc(Cl)cc3)C(=O)N2Cc2ccco2)cc1 (stereo not drawn)	-3.0%	7%[10.9 µM]	-4%	-22%
Cc1nnc(NC(=O)CSc2nccn2-c2ccc(Cl)cc2)s1	3.4%	10%[10.9 µM]	8%	-19%
CC(=O)O[C@]1(C(C)=O)CC[C@H]2[C@@H]3C[C@H](C)C4=CC(=O)CC[C@]4(C)[C@H]3CC[C@@]21C	?	2%	-15%[1.84 µM]	-6%
CCOc1ccc2nc(N3CCCC(C(=O)NCc4ccc(OC)cc4)C3)sc2c1 (stereo not drawn)	-0.6%	9%[10.9 µM]	?	?
CCc1nn(C(C)C(=O)N2CCc3ccccc3C2)c(=O)c2cc3occc3n12 (stereo not drawn)	·	·	9%	8%
Cn1cccc1C(=O)N1CCN(c2cccc(C(F)(F)F)c2)CC1	0.5%	-17%	-6%	-12%
O=C(NCCN1CCOCC1)c1csc2c1CCCC2	-1.3%	-22%	-4%	1%
Nc1nc(SCC(=O)N2CCc3ccccc32)[nH]c(=O)c1-c1ccccc1	-1.2%	-14%	9%	26%
CCn1c(SCC(=O)Nc2c(C)n(C)n(-c3ccccc3)c2=O)nnc1-c1cccc(C)c1	-0.5%	-8%	22%	-1%
CSc1cccc(NC(=O)C2CCCN(C(=O)c3cnn(-c4ccc(F)cc4)c3-n3cccc3)C2)c1 (stereo not drawn)	0.8%	-14%[10.9 µM]	4%	-11%
Cc1cccc(Cn2c(=O)n(CCCC(=O)NCc3ccco3)c(=O)c3ccccc32)c1	0.2%	-24%	-5%	-25%
CCC(C(=O)Nc1ccccc1OC)n1c(C(=O)OC)cc2ccsc21 (stereo not drawn)	1.3%	-17%	4%	6%

Compounds above containing fluorine:
SMILES	IkB signaling	Peg3 imprint	p53ts 32C tox	p53ts 39C kill
Cc1onc(-c2ccccc2Cl)c1C(=O)Nc1nnc(-c2ccc(F)cc2)s1	4.3%	-6%	-3%	-2%
O=C(NCc1ccc2c(c1)OCO2)c1cc(S(=O)(=O)N2CCCCC2)ccc1F	6.3%	-13%	-3%	-1%
Cc1ccc(CNC(=O)c2cc(-c3ccc(C)cc3)nc3n[nH]c(-c4ccc(F)cc4)c23)cc1	0.1%	15%[10.9 µM]	12%	2%
O=C(CC(c1cccs1)N1Cc2ccccc2C1=O)Nc1cccc(F)c1 (stereo not drawn)	0.5%	11%[10.9 µM]	-5%	11%
COc1cccc(Nc2ncc3nc(-c4ccc(F)cc4)c(=O)n(CCC#N)c3n2)c1	-2.3%[11.4 µM]	·	-7%	-16%
CC(C)OC(=O)CSc1nc(-c2ccc(F)cc2)cc(C(F)(F)F)n1	·	·	7%	-4%
COCCn1c(=S)[nH]c2cc(C(=O)N3CCN(c4ccc(F)cc4)CC3)ccc2c1=O	4.8%	-8%	-2%	6%
O=c1c(-c2ccc(F)cc2)nc2cnc(Oc3ccccc3)nc2n1C1CC1	-2.4%[11.4 µM]	-7%	-1%	3%
Cn1cccc1C(=O)N1CCN(c2cccc(C(F)(F)F)c2)CC1	0.5%	-17%	-6%	-12%
CSc1cccc(NC(=O)C2CCCN(C(=O)c3cnn(-c4ccc(F)cc4)c3-n3cccc3)C2)c1 (stereo not drawn)	0.8%	-14%[10.9 µM]	4%	-11%

Assay outcomes: PubChem BioAssay, National Center for Advancing Translational Sciences (NCATS)
